From PubChem BioAssay
GPR151 activ: activates the human receptor GPR151; AID 1508602; PathHunter beta-arrestin GPR151 cells, luminescence; activation, % at 11.2 µM; actives 1% (n = 650,000); Q8TDV0; in the data active = activation above about 4.9%;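 note: 0% = median of compound wells and 100% = cells with positive control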
Target sequence (Q8TDV0 whole entry, looked up): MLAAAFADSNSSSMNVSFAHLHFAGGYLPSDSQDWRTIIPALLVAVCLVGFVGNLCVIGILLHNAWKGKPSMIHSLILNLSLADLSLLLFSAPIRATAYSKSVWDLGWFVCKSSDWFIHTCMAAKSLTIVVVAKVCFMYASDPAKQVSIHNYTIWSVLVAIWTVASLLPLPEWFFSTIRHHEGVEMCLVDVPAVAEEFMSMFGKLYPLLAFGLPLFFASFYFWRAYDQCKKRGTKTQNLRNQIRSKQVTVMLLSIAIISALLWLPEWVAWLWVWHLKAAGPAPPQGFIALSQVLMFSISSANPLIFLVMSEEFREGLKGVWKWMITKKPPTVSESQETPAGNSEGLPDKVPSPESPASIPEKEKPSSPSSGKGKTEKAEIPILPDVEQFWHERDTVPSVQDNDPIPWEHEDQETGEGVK
TEAD-YAP inh: TEAD-YAP interaction inhibition; actives 1.4% (n = 640,000); HEK-TIYL cells, TEAD-Gal4/YAP UAS-luciferase luminescence; inhibition, % at 9.12 µM; AID 1259422; in the data active = inhibition above about 32%;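 note: 0% = median of test compound wells and 100% = reference inhibitor wells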
FBW7 activator: human FBW7 E3 ligase activation, primary screen. normalized activity (activation), % at 26.1 µM. AID 1259310. AlphaScreen FBW7–phospho-cyclin E peptide binding, activator screen. Q969H0. actives 0.13% (n = 650,000); in the data active = normalized activity above about 1.9%;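 note: purified mutant Fbw7 with reduced substrate affinity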
Target sequence (Q969H0 whole entry, looked up): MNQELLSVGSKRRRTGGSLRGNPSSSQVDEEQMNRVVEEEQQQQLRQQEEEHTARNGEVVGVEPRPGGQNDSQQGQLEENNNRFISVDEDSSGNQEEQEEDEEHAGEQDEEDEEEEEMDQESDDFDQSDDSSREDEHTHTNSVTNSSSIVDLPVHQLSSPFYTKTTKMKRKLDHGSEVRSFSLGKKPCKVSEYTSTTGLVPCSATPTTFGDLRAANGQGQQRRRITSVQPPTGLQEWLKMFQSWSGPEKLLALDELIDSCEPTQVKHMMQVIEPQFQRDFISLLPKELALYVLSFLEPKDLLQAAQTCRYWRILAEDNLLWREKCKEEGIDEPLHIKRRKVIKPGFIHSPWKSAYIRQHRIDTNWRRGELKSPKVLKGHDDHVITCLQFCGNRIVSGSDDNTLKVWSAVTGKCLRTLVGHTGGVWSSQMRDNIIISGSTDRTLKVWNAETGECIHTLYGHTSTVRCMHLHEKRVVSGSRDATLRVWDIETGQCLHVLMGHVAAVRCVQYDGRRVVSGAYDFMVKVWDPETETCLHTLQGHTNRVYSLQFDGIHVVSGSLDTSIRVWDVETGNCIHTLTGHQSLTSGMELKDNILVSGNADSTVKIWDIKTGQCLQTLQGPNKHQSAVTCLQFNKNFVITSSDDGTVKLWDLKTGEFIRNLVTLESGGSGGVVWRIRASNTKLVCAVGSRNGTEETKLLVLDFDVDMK
MITF inh: inhibitors of human MITF. O75030. AlphaScreen MITF homodimerization, bead proximity signal. inhibition, % at 2.6 µM. actives 0.91% (n = 650,000). AID 1259374; in the data active = inhibition above about 50%;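 note: 0% = vehicle wells with protein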
* = called active by the depositor; · = no result given; & = joins results of further samples. Some of the compounds tested, so the mix of outcomes need not match the whole.

canonical_smiles,GPR151 activ,TEAD-YAP inh,FBW7 activator,MITF inh
COc1cc2c3cc1Oc1c(OC)c(OC)cc4c1[C@@H](Cc1cccc(c1)Oc1ccc(c(O)c1)C[C@@H]3N(C)CC2)N(C)CC4,-2.2,1,-0.1,-23
NC(C(=O)O)c1cc(=O)[nH]o1 (stereo not drawn),-0.7&1.1,14,0.2&0.1,6&9
Cc1cccc(/C=C/c2nc3ccccc3c(=O)n2-c2cccc(O)c2)c1,2.2,13,-0.1,4
O=[N+]([O-])c1no[n+]([O-])c1CO,2.6,9,0.1,17
O=C(CNC(=O)OCc1ccccc1)NCC(=O)Nc1ccc(Br)cc1C(=O)c1ccccc1,0.2,-2,-0.1,-2
CC(C)[N+]12CCC(CC1)C(C(O)(c1ccccc1)c1ccccc1)C2 (stereo not drawn),-0.2,-6,0.1,10
CCCCCCn1c(N)c(C(=O)NCCCOC)c2nc3ccccc3nc21,-0.8,-11,1.8,14
C=CCN1C(=O)NC(=O)/C(=C/c2ccc(O)c(OC)c2)C1=O,-0.2,-1,-0.4,-2
O=C(Nc1ccc(Cl)cc1)N1CC2CC(C1)c1cccc(=O)n1C2 (stereo not drawn),1.4,-4,-0.1,3
CSc1ncc(/C=C2/C(=O)NC(=O)N(C3CCCCC3)C2=O)cn1,0.7,6,-0.1,-16
c1ccc2cc(C3N4CCCN34)ccc2c1 (stereo not drawn),-0.6,-2,0.1,0
COc1ccc(Cl)cc1N1Cc2ccccc2C1=N,0.4,4,-0.1,-15

canonical_smiles,GPR151 activ,TEAD-YAP inh,FBW7 activator,MITF inh
CC(=O)OC1(c2ccccc2)CCN(C)CC1(C)C (stereo not drawn),2.3,-6,-0.1,10
c1ccc(CN2CCN(c3ccccc3)CC2)cc1,-1.2,-5,-0.2,20
COC(=O)c1ccc(/C=N/N/C(N)=N/[N+](=O)[O-])cc1,-2.4,-2,0.0,17
CN1CCN(c2nc3nc(N)[nH]c(=O)c3[nH]2)CC1,0.1,1,-0.2,2
O=C1CCC(=O)N1c1ccc(Cl)c(Cl)c1,-0.7,-6,-0.1,7
CC(=O)N(C1=NCCCS1)c1ccccc1Cl,-1.0,1,1.4,11
Cc1ccc(-c2cc(C(=O)N3CCC4(CC3)OCCO4)[nH]n2)cc1,-0.3,-1,-0.2,3
CC(C)OP(=O)(NC(=S)c1ccccc1)OC(C)C,-0.3,9,-0.1,-5
O=C(COc1ccc(Cl)cc1Cl)NO,1.4,2,0.1,-3
CC1(C)CSC(Nc2ccc(F)c(Cl)c2)=N1,0.8,-12,0.0,-11
CCN1CCN(c2ccc(Cl)cc2N)CC1,-0.9,-2,-0.2,-6
CCOC(=O)c1[nH]c(C)c(C=C(C#N)C#N)c1C,-0.7,5,0.5,9

canonical_smiles,GPR151 activ,TEAD-YAP inh,FBW7 activator,MITF inh
Clc1ccc(CNc2nccs2)cn1,-1.4,-9,-0.1,-1
O=C(NC1(C(F)(F)F)Oc2ccc(Cl)cc2O1)N1CCC2(CC1)OCCO2 (stereo not drawn),-1.5,-22,-0.3,1
COc1ccccc1CN1CCN(Cc2ccc(F)cc2)CC1,-1.0,-5,-0.1,81*
CN=C(NS(=O)(=O)c1ccc(Cl)cc1)N1C[C@@H](c2ccccc2)C(c2ccc(Cl)cc2)=N1,-3.1,·,·,-2
CNc1cnn(-c2cccc(C(F)(F)F)c2)c(=O)c1Cl,0.2,-31,0.7,-3
O=c1cccc2n1CC1CC2CN(C(=S)NC2Cc3ccccc3C2)C1 (stereo not drawn),-2.1,-8,0.0,-14
O=C(COc1ccccc1)N1CCN(Cc2ccccn2)CC1,0.8,3,0.1,78*
O=c1c2ccccc2nc(/C=C/c2ccccc2)n1-c1cccc(Cl)c1,-1.6,-13,0.7,-2
Cc1cc([N+](=O)[O-])c(Cl)cc1NC(=O)c1ccc(Br)o1,-1.5,8,0.4,16
O=C1NC(=S)NC(=O)C12C(c1ccccc1)NC(=S)NC2c1ccccc1 (stereo not drawn),0.3,-3,0.1,6
C[N+]1(CCC(C(N)=O)(c2ccccc2)c2ccccc2)CCCCC1,1.0,-8,-0.1,-3
CNC(=O)Oc1ccc2c(c1)[C@]1(C)CCC(C)[C@@H]1C2C (stereo partly drawn),1.9,-7,0.0,5

canonical_smiles,GPR151 activ,TEAD-YAP inh,FBW7 activator,MITF inh
CC(=O)N1c2ccc(C)cc2C2CN(C)CCC21 (stereo not drawn),-0.1,-2,-0.4,-7
COc1ccc(/C=C/c2nc3ccccc3c(=O)n2-c2cc(C)cc(C)c2)cc1,0.2,12,0.0,1
Cc1nc2ccc(Cl)cc2c(=O)n1-c1cccc(Br)c1,-1.9,6,0.1,-7
OC1(c2ccco2)CC2CCC(C1)N2Cc1ccnc(N2CCCC2)n1 (stereo not drawn),0.7,8,-0.1,7
CCOc1ccc(C2SCC(=O)Nc3c2c(=O)[nH]n3C(C)CC)cc1 (stereo not drawn),-0.2,-1,-0.1,18
N#Cc1cc(N)ccc1N1CC2CC(C1)c1cccc(=O)n1C2 (stereo not drawn),1.6,0,0.0,0
O=c1c2ccccc2[se]n1-c1ccccc1,-3.9&-3.8&-6.7&-3.3&-4.0,1&7&10,-0.1&0.5&0.0&0.0,-7&-6&19&-12&10
Cc1cccc(-n2c(/C=C/c3cccc(F)c3)nc3ccccc3c2=O)c1,0.6,1,0.1,-1
COc1cccc(CN2CCN(c3ccc(C(C)=O)cc3)CC2)c1,-0.2,-6,0.1,64*
CN(CCc1ccccc1)Cc1ccc(O)cc1,1.1,-6,-0.2,15
Cc1cc(OCc2ccc(F)cc2Cl)c2c3c(c(=O)oc2c1)CCC3,0.0,4,0.1,5
CC(=O)c1ccc(NC(=O)C2C(C)(C)C2(C)C)cc1,1.0,-56,0.6,17

canonical_smiles,GPR151 activ,TEAD-YAP inh,FBW7 activator,MITF inh
CCOC(=O)c1cncn1C(C)c1ccccc1 (stereo not drawn),-1.8&-0.8&0.3&1.8,3&3,0.2&-0.1&0.1&0.0,8&-4&-20&18
CCOC(=O)C1=C(N)OC(C)=C(C(=O)OCCOC)C12C(=O)Nc1ccccc12 (stereo not drawn),1.0,-6,0.1,14
c1ccc2c(CCNC3=NCCC3)c[nH]c2c1,2.1,6,0.1,-7
CC(C)N1CC=C(c2c[nH]c3ccccc23)CC1,-0.4,37*,-0.1,4
COc1cccc(CNCCc2c[nH]c3ccccc23)c1,0.1,-10,-0.1,40
COc1ccc(CC(=O)Nc2ccc3c(C(F)(F)F)cc(=O)oc3c2)cc1OC,-1.0,-1,0.6,-2
COc1cc2c(c(OC)c1OC)CC(N)CCC2 (stereo not drawn),-0.4,3,0.1,9
COc1ccc(CC(C)NCc2ccco2)cc1OC (stereo not drawn),-1.2,3,0.0,-5
COC(=O)C(O)(c1ccc(NC(=S)NC(=O)c2ccc(Cl)cc2Cl)c(C)c1)C(F)(F)F (stereo not drawn),0.7,8,0.0,-8
CN(C)[C@@H]1C(=O)C(C(N)=O)=C(O)[C@@]2(O)C(=O)C3=C(O)c4c(O)ccc(Cl)c4[C@@](C)(O)C3C[C@@H]12 (stereo partly drawn),0.0,·,-0.3,-14
NC(=O)Cn1cc(C(=O)c2ccccc2)c2ccccc21,-1.1,13,0.7,8
COCCNCCOc1c(C(C)C)cccc1C(C)C,0.7,-2,-0.2,46

Complete entries, looked up by structure. Order of values: GPR151 activ	TEAD-YAP inh	FBW7 activator	MITF inh
COc1ccc(CC(C)NCc2ccco2)cc1OC (stereo not drawn) as listed: -1.2	3	0.0	-5
CCOC(=O)C1=C(N)OC(C)=C(C(=O)OCCOC)C12C(=O)Nc1ccccc12 (stereo not drawn) as listed: 1.0	-6	0.1	14
COc1ccc(CC(=O)Nc2ccc3c(C(F)(F)F)cc(=O)oc3c2)cc1OC as listed: -1.0	-1	0.6	-2
c1ccc2c(CCNC3=NCCC3)c[nH]c2c1 as listed: 2.1	6	0.1	-7

An excerpt of these results, with each value named:
> COC(=O)c1ccc(/C=N/N/C(N)=N/[N+](=O)[O-])cc1
  GPR151 activ: -2.4	TEAD-YAP inh: -2	FBW7 activator: 0.0	MITF inh: 17
> CN1CCN(c2nc3nc(N)[nH]c(=O)c3[nH]2)CC1
  GPR151 activ: 0.1	TEAD-YAP inh: 1	FBW7 activator: -0.2	MITF inh: 2
> O=C1CCC(=O)N1c1ccc(Cl)c(Cl)c1
  GPR151 activ: -0.7	TEAD-YAP inh: -6	FBW7 activator: -0.1	MITF inh: 7

The listing continues:
canonical_smiles,GPR151 activ,TEAD-YAP inh,FBW7 activator,MITF inh
COc1cccc(CNC(=O)CN2C3CCC2CC(O)(c2ccco2)C3)c1 (stereo not drawn),-0.9,-1,0.0,3
CCC(C)OC(=O)c1c(N)n(CCCOC)c2nc3ccccc3nc12 (stereo not drawn),0.0,14,0.3,1
N#CC(C#N)=Cc1ccc([N+](=O)[O-])c(O)c1,1.0&-1.3,-2,0.1,5&12
CCOc1ccc(C(CN)CC(=O)O)cc1OCC (stereo not drawn),-0.1,11,0.1,5
O=c1[nH]c(=O)n(CC2CCCO2)c(O)c1/C=C1\C=Nc2ccccc21 (stereo not drawn),-1.5,7,-0.6,8
N#Cc1cc(-c2nc3ccccc3s2)c(=N)n2c1sc1ccccc12,0.8,2,0.0,2
O=C1CC2(CCNCC2)Oc2ccc(F)cc21,1.1,-3,0.1,5
OCC#CCN1CCCCC1c1cccnc1 (stereo not drawn),-1.0,4,-0.1,5
CC(C)C(=O)NC(Oc1ccccc1)C(Cl)(Cl)Cl (stereo not drawn),0.6,-5,-0.4,-5
Cc1nn(CC(=O)N2CCC3(CC2)OCCO3)c(=O)c2cc3sccc3n12,0.4,-3,-0.3,65*
CCOC(=O)C1=C(N)Oc2cc(C)n(CC)c(=O)c2C12C(=O)N(Cc1ccccc1)c1ccccc12 (stereo not drawn),-0.9,7,0.0,-8
O=C1/C(=C/c2ccc(Cl)c(Cl)c2)N2CCC1CC2,2.0,7,0.1,-5

canonical_smiles,GPR151 activ,TEAD-YAP inh,FBW7 activator,MITF inh
COC(=O)c1cccc(Cn2cc(C=O)c3ccccc32)c1,-0.7,0,0.0,-2
N/C(=N\[N+](=O)[O-])NC1CCN(Cc2ccccc2)CC1,-0.3,-5,0.3,0
COc1cc(C(C)=O)ccc1OC(=O)N(C)c1ccccc1,-0.1,-9,-0.2,-7
COc1ccc2c(c1)O/C(=C\c1ccc(OC(=O)N(C)C)c(OC)c1)C2=O,-0.2,-4,0.2,2
COc1ccc(CN2CCN(Cc3ccc(F)cc3)CC2)cc1,0.2,-1,-0.2,78*
C[N+]1(C)CCc2cc3c(cc2[C@H]1[C@@H]1OC(=O)c2c1ccc1c2OCO1)OCO3,4.1,-4,0.9,19
CN1CCN(c2ccc([N+](=O)[O-])cc2C#N)CC1,1.2,4,0.0,9
CC(N)[C@H](O)c1ccc(O)c(O)c1 (stereo partly drawn),-0.4,-2,-0.3,89*
Clc1ccc(CN2CCN(Cc3ccccc3Cl)CC2)cc1,0.4,-16,-0.3,78*
C=COCCn1c(C)c(C(=O)OCC)c2cc(O)ccc21,0.2,-1,0.2,10
CN1CC[C@@]2(C)c3cc(O)ccc3N(C)C12 (stereo partly drawn),-0.1&0.1,-22,-0.2&-0.1,0&-14
CCOP(=O)(OCC)C(NC(=O)C(Cl)Cl)C(Cl)(Cl)Cl (stereo not drawn),3.2,3,0.8,6

Limited to MITF inh and GPR151 activ, for some of the entries so far:
| structure | MITF inh | GPR151 activ |
| --- | --- | --- |
| COc1ccc(CN2CCN(Cc3ccc(F)cc3)CC2)cc1 | 78* | 0.2 |
| C[N+]1(C)CCc2cc3c(cc2[C@H]1[C@@H]1OC(=O)c2c1ccc1c2OCO1)OCO3 | 19 | 4.1 |
| CN1CCN(c2ccc([N+](=O)[O-])cc2C#N)CC1 | 9 | 1.2 |
| CC(N)[C@H](O)c1ccc(O)c(O)c1 (stereo partly drawn) | 89* | -0.4 |

Later entries:
canonical_smiles,GPR151 activ,TEAD-YAP inh,FBW7 activator,MITF inh
N=C1c2ccccc2CN1CC(=O)c1ccccc1,-11,8,-0.1,8
Cc1c(O)c(O)cc2c1CC=C1[C@@]2(C)CC[C@@]2(C)C3C[C@](C)(C(=O)O)CC[C@]3(C)CC[C@]12C (stereo partly drawn),-1.2,56*,0.0,-3
Cc1cc(NCCNc2ccc([N+](=O)[O-])cc2C(F)(F)F)n2c(nc3ccccc32)c1C#N,-0.3,6,0.1,9
C=CCn1c(O)c(/C=C2\C=c3ccccc3=N2)c(=O)[nH]c1=S,1.3,2,0.0,-2
O=C(N1CCn2c3c(c4cc(C5CCCCC5)ccc42)CCCC31)C12CC3CC(CC(C3)C1)C2 (stereo not drawn),-0.5,6,0.4,0
CCc1ccc(CN2CCN(Cc3cccc(Cl)c3)CC2)cc1,1.5,4,0.1,64*
O=c1c2ccccc2nc(-c2ccco2)n1-c1ccccc1,0.2,6,0.0,3
N/C(=N/[N+](=O)[O-])N1CCN(S(=O)(=O)N2CCOCC2)CC1,-0.1,-5,-0.1,10
Cc1cc(C)c2c(c1)-c1cc(C)nn1C(c1cccnc1)N2 (stereo not drawn),-0.2,4,0.1,4
COc1ccccc1-c1nn(Cc2ccccc2)cc1C=O,0.3,-1,0.0,11
CCOC(=O)c1c(C)n(Cc2ccccc2)c2c1cc(O)c1ccccc12,-0.4,-5,-0.1,0
Cc1cc(C)cc(-n2c(/C=C/c3cccc([N+](=O)[O-])c3)nc3ccccc3c2=O)c1,0.9,-12,0.3,-6
O=c1c2ccccc2nc(/C=C/c2ccccc2O)n1-c1ccc(Br)cc1,1.4,0,-0.1,-3
CN(CC1COc2ccccc2O1)c1nc(-c2cccnc2)nc2ccccc12 (stereo not drawn),0.0,3,-0.3,4
CN(C)C1(c2nnnn2-c2cccc(Cl)c2)CCCCC1,-2.1,-2,-0.2,-27
